# High-throughput results (PubChem BioAssay)
# GCN5L2 inh = blocks human GCN5L2 histone acetyltransferase; Q92830; GCN5L2 HAT assay, ThioGlo1 CoA-SH fluorescence; Potency, µM (highest dose often 58.9 µM), for inactives: top-dose activity change, negative = inhibition, most hits filed as inhibitors; actives 0.21% (n = 390,000); AID 504327
# Target sequence (Q92830 whole entry, looked up): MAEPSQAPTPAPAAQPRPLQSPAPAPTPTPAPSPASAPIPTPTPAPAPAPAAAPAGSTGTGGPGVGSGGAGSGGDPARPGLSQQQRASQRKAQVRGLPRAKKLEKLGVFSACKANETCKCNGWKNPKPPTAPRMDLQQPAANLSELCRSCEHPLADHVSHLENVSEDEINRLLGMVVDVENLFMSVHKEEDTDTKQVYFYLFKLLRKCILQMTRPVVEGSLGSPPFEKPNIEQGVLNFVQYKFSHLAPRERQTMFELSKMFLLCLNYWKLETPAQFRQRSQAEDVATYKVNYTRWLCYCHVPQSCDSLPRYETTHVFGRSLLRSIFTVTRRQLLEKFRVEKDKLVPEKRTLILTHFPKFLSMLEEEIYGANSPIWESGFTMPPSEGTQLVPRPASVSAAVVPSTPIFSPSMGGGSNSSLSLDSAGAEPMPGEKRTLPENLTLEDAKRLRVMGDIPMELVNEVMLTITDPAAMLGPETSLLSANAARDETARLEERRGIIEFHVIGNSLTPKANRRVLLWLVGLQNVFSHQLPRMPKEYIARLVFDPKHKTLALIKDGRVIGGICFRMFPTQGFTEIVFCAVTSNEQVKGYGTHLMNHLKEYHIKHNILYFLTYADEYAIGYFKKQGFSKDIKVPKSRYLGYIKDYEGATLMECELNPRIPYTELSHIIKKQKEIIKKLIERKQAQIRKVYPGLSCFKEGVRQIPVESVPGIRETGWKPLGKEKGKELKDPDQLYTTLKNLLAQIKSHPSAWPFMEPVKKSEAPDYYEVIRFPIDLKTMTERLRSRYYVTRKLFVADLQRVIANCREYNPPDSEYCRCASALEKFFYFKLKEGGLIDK
#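 Compounds, pin-transferred from DMSO stocks, meet 20nM GCN5L2 for 15 min before the reaction begins with H3(1-25) peptide (75uM) and acetyl-CoA (70uM). Thiol-reactive ThioGlo1 reports CoA release over 20 min at room temperature.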
# DT40 TDP1 no CPT = qHTS for Inhibitors of human tyrosyl-DNA phosphodiesterase 1 (TDP1): qHTS in cells in absence of CPT. DT40 Tdp1-/- hTDP1 cells, no CPT, ATP luminescence, 48 h. Potency, µM (highest dose often 46.2 µM), for inactives: at the highest dose activity change, negative = growth inhibition, hits mostly inhibitors. actives 15% (n = 420,000). AID 686978, 2013; further: nearly all actives have a fitted effect of over 55% in size
#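 Luminescent ATP content (CellTiter-Glo) served as the growth readout. Knockout chicken DT40 cells expressing human TDP1 were exposed to compounds without camptothecin for a minimum 48 hr at 37 °C.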
# TDP1 inh = blocks human tyrosyl-DNA phosphodiesterase 1; Potency, µM (series often up to 130 µM), without a hit: at the top dose activity change, negative = inhibition, actives largely listed as inhibitors; recombinant TDP1, AlphaScreen DNA substrate cleavage; AID 485290; actives 0.28% (n = 350,000); Q9NUW8; further: nearly all actives have a fitted effect of over 40% in size
#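 Recombinant E. coli-expressed Tdp1 (1 nM) preincubated with compound 15 min at RT, then 5'-biotin/3'-phosphotyrosine-FITC DNA substrate (15 nM) added for 5 min. AlphaScreen beads (10 ug/ml) added, 10 min RT; tyrosine-FITC cleavage read as signal loss.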
# Starred values were filed as active, the others as inactive; ? = inconclusive; / = not tested or not shown; [ ] = dose if it differs, or a comment. The call rests on the fitted dose curve; in most records, active means well fitted curve in the direction sought with a large enough effect; inconclusive means small, poorly fitted or top-dose-only effect, or another doubt; inactive means no such curve, though single readings can be large; an effect the other way counts as inactive or inconclusive. On the % scale 0 is the no-effect control and ±100 the full control effect; potency means the concentration at half of the fitted maximal effect. These rows are one share of the data. The share of hits here may be higher or lower than overall.
# Results follow in this order: GCN5L2 inh | DT40 TDP1 no CPT | TDP1 inh
- COc1ccc(S(=O)(=O)Nc2cccc(NC(C)=O)c2)cc1
  -5% | -26% | 7%
- CCc1cccc(NC(=S)N(CCOC)C2CCN(C(C)=O)CC2)c1
  -4% | -8% | /
- CC(=O)Nc1cc(C(=O)NCCN2CCN(Cc3ccccc3)CC2)ccc1Sc1ccc(C)cc1
  4% | -6% | 0%
- CC1(C)Cc2c(sc(NC(=O)Cc3ccccc3)c2C#N)CO1
  -3% | 0% | 7%
- CCCc1cc(=O)oc2c(C)c(O)c(CN3CCCCC3)cc12
  ? | 0% | 2%
- Nc1nonc1-c1nc2ccccc2n1Cc1ccccc1
  -15% | 29µM* | 0%
- COc1cc(OC)cc(C(=O)NCc2ccc3c(c2)cc(C)n3C)c1
  -4% | ? | 2%
- CCOC(=O)c1ccc(Nc2ccc([N+](=O)[O-])cn2)cc1
  -1% | -13% | 3%
- O=C(COC(=O)CCNS(=O)(=O)c1ccccc1F)Nc1nnc(-c2ccccc2)o1
  -2% | 8% | -9%
- CN1CCc2c(sc(NC(=O)c3ccco3)c2C(N)=O)C1
  -3% | -1% | 2%
- CC(C)c1cc(N=NC(N)=O)cc(C(C)C)c1O
  0% | -24% | 5%
- C/C(=N/NC(=O)CNC(=O)c1cccc(F)c1)c1ccc2c(c1)CCCC2
  -4% | -3% | 5%
- O=C(CN(Cc1ccccc1Cl)C(=O)c1csnn1)NCCc1ccccc1
  -1% | -13% | 3%
- O=C(NCc1ccccn1)/C(=N/O)c1ccccc1
  -1% | 15µM* | -2%
- O=C(COc1ccc(Br)cc1)N1CCOCC1
  -1% | -16% | 0%
- CCCC(=O)C1=C(O)C(c2cccc(Oc3ccccc3)c2)CCC1=O (centres undefined)
  -1% | ? | 2%
- COc1ccc(S(N)(=O)=O)cc1C(=O)OCCCOc1ccc(F)cc1
  -18% | -5% | /
- O=C(CC(=O)N/N=C/c1ccc(F)cc1)N/N=C/c1ccc(F)cc1
  1% | ? | -3%
- Cc1ccc(NC(=O)CN2CCN(C3CCCCC3)C(=O)C2=O)cc1
  -3% | -17% | -4%
- Cc1nccn1CCc1nc(N)nc(N)n1
  -16% | 0% | 3%
- Cc1nn(C)c(C)c1CCC(=O)N1CCCC(N2CCN(c3ccc(F)cc3)CC2)C1 (centres undefined)
  -4% | 5% | 6%
- FC(F)(F)c1cc(CN2CCCC3(CCNCC3)C2)cc(C(F)(F)F)c1
  10% | 18µM* | /
- Cc1cc(C)cc(NC(=O)Cn2nnc(C(=O)Nc3cc(C)cc(C)c3)c2N)c1
  -7% | ? | -2%
- CC(=O)Nc1cc2c(cc1NC(=O)Cn1nc(-c3ccc(F)cc3)ccc1=O)OCCO2
  -3% | 0% | 12%
- NC(=O)c1ccc(NC(=O)C2CCCO2)cc1 (centres undefined)
  ? | -2% | -2%
- Cc1cccc(C)c1NC(=S)N(C)CCc1ccccn1
  2% | -8% | 4%
- Cc1cccc(NC(=O)Nc2cnccn2)c1C
  0% | -11% | -4%
- C=CCN(c1ccccc1)S(=O)(=O)c1cccc(C(=O)Oc2ccc3c(C)cc(=O)oc3c2)c1
  0% | ? | 5%
- COc1ccccc1CC(=O)NNS(=O)(=O)c1ccccc1[N+](=O)[O-]
  -4% | 3% | 3%
- Cc1ccc(C(C(=O)NCC2CCCO2)N(Cc2ccccc2F)C(=O)Cn2nnc(-c3cccs3)n2)cc1 (centres undefined)
  -12% | ? | 1%

# (further entries)
# Results follow in this order: GCN5L2 inh | DT40 TDP1 no CPT | TDP1 inh
- Cc1nnc2n(c1=O)N=C(c1ccc(Cl)cc1)CS2
  2% | -4% | 5%
- Cn1c(NC(=O)c2ccc(F)cc2)c(-c2cccs2)c(=O)c2ccccc21
  -8% | ? | 1%
- Cc1ccc(Nc2nc3ccccc3c(=O)s2)cc1C
  1% | 12µM* | 4%
- Cc1cc(N2C(=O)C(O)=C(C(=O)c3ccco3)C2c2ccc(Cl)cc2)no1 (centres undefined)
  -6% | ? | 6%
- CN(CC(=O)Nc1ccc(Cl)cc1)C(=O)CNC(=O)c1cccs1
  0% | -9% | 0%
- Cc1cc(NC(=O)c2ccc(-c3ccccc3[N+](=O)[O-])o2)no1
  -2% | ? | 1%
- CN(C)c1ccc(/C=C(\NC(=O)c2ccccc2)C(=O)NCCN2CCOCC2)cc1
  -5% | -4% | 2%
- CCOc1ccc(OCC(=O)OCn2c(SC)nnc(C)c2=O)cc1
  -6% | -3% | 2%
- Cc1cc(C)c2c(-n3cccc3)c(NC(=O)OCc3ccccc3)sc2n1
  -2% | ? | 3%
- Cc1ccc(C(=O)OCC(=O)N(CC(C)C)c2c(N)n(Cc3ccccc3)c(=O)[nH]c2=O)o1
  0% | -9% | /
- Cc1ccc(C(=O)Nc2cccc(NC(=O)c3cccnc3)c2)cc1
  -3% | 3% | 11%
- Cc1ccc(-n2nc3c(=O)n(CC(=O)NC(C)C)nc(C)c3c2C)cc1
  -3% | -18% | 3%
- CC(=O)NCN1CCN(CNC(C)=O)CC1
  -3% | 0% | 1%
- CC(C)N(Cc1ccccc1)S(=O)(=O)c1cccs1
  -9% | 26µM* | /
- COc1ccc(C)cc1N(C(=O)c1ccccc1F)c1nc2ccccc2s1
  -7% | 18µM* | 8%
- COC(=O)c1cc2ccccn2c2c(C(=O)OC)c(C(=O)OC)cc1-2
  -1% | ? | 7%
- CC1CC(C)CN(c2ccc(S(=O)(=O)N3CCOCC3)cc2)C1 (centres undefined)
  -29% | ? | 1%
- CCCCN(C(=O)c1ccc(S(=O)(=O)N2CCC(C)CC2)cc1)C1CCS(=O)(=O)C1 (centres undefined)
  -3% | ? | /
- COc1ccc(NC(=O)C2CCCN2S(=O)(=O)c2ccc3c(c2)CCC(=O)N3)cc1Cl (centres undefined)
  -16% | -23% | 7%
- COc1ccc(C(=O)CSc2nnn(-c3cccc(NC(C)=O)c3)n2)cc1
  -8% | 23µM* | 3%
- Cc1ccc(S(=O)(=O)NCCC(=O)Nc2ccc(C)c(Cl)c2)cc1C
  -7% | -6% | 8%
- CN(C)CCCNC(=O)CC(c1ccc(F)cc1)c1ccco1 (centres undefined)
  0% | -3% | 2%
- CCc1ccccc1NC(=O)c1sc2nc(C)cc(COC)c2c1N
  -10% | ? | 2%
- Cc1ccc(NC(=O)CNC(=O)CC23CC4CC(CC(C4)C2)C3)c(O)c1
  1% | -21% | -7%[0.505 µM]
- COc1ccccc1NC(=O)c1oc2ccccc2c1NC(=O)c1ccco1
  3% | ? | 0%
- CCc1ccc(NC(=O)C(=O)NCC(c2ccc3c(c2)OCO3)N2CCN(C)CC2)cc1 (centres undefined)
  -13% | 16µM* | -1%
- Brc1cccc(CNc2nc3ccccc3n2CCN2CCOCC2)c1
  -6% | 12µM* | 6%
- O=C(NNC(=O)C1CCN(C(=O)Nc2ccccc2)CC1)c1ccc([N+](=O)[O-])cc1
  -5% | -10% | 0%
- CCOc1ccc(N2C(=O)/C(=C\c3ccccc3OC)S(=O)(=O)C2c2cccc([N+](=O)[O-])c2)cc1 (centres undefined)
  -8% | 16µM* | 3%
- O=C(NNc1nc(-c2ccccc2)cs1)c1cccs1
  2% | 23µM* | /

# Further entries follow.
# Results follow in this order: GCN5L2 inh | DT40 TDP1 no CPT | TDP1 inh
- COc1ccc2[nH]c(=O)c(CN(Cc3cccs3)S(=O)(=O)c3cccc4nsnc34)cc2c1
  -3% | 10µM* | 6%
- O=C(Nc1ccc(S(=O)(=O)N2CCOCC2)cc1)c1ccc([N+](=O)[O-])cc1Cl
  -1% | ? | 4%
- COc1cc(NC(=S)NCc2ccco2)c(OC)cc1Cl
  -4% | -7% | 8%
- CCCNc1ccc(-c2nc(-c3ccccn3)no2)cc1[N+](=O)[O-]
  -16% | -16% | 14%
- CCCN1Cc2cccc(C(N)=O)c2C1=O
  -3% | ? | 6%
- C=CCN1C(C(=O)c2ccccc2)=C(OC(=O)COc2ccccc2)c2ccccc2S1(=O)=O
  -6% | ? | 8%
- COc1ccc(Cn2c(=O)c3cccnc3n(CC(=O)Nc3c(C)cc(C)cc3C)c2=O)cc1
  3% | ? | 1%
- CC(C)c1ccccc1OCCNS(C)(=O)=O
  -4% | -1% | 2%
- CCc1ccc(NC(=O)Cn2nnc(C(=O)Nc3ccc(F)cc3)c2N)cc1
  40%[activator] | 15% | 0%
- OCCC1CN(Cc2cn[nH]c2C2CCCCC2)CCN1C1CCCC1 (centres undefined)
  -3% | -2% | 5%
- N=c1c2c(ncn1CCN1CCOCC1)Oc1ccc3ccccc3c1C2c1ccccc1 (centres undefined)
  -3% | 20% | 8%
- CCOc1ccc(CCNC(=O)CN2C(=O)NC3(CCCC3)C2=O)cc1OCC
  1% | 15% | 0%
- CCOC(=O)c1ccc(NC(=O)Nc2ccccn2)cc1
  -1% | ? | 2%
- COc1cc(NC(=O)c2cc(C)on2)cc(C(=O)Nc2cccc(C(F)(F)F)c2)c1
  -23% | ? | 2%
- Cc1cc(C)nc(NC2=NCC(=O)N2c2ccc(F)c(Cl)c2)n1
  2% | -15% | -2%
- CCC(C)(C)NC(=O)C1CCN(c2nc(C)cc(C)n2)CC1
  -1% | -7% | 1%
- O=S(=O)(NCc1cc(-c2ccc(Cl)cc2)no1)c1ccc(Cl)cc1
  -11% | ? | 4%
- O=C(O)/C=C/C(=O)Nc1ccccc1-c1ccccc1NC(=O)/C=C/C(=O)O
  1% | -13% | -3%
- CC12CC(NC(=O)N1Cc1ccccc1)c1ccccc1O2 (centres undefined)
  10% | -21% | 1%
- Nc1cnn(Cc2ccc(F)cc2)c1
  0% | 14% | 1%
- Cc1ccc(CN2CCN(Cc3ccco3)CC2)cc1
  2% | -6% | /
- Nn1c(Cc2cccc3ccccc23)nnc1SCc1ccccc1Cl
  -11% | ? | -4%
- COc1ccccc1C(=O)NCc1ccc2c(c1)CCN2C(=O)c1ccncc1
  4% | ? | 5%
- O=S(=O)(Nc1ccc(Br)cc1)N1CCOCC1
  ? | 13% | 1%
- COc1ccc(NC(=O)C(=O)N/N=C(\C)CC(=O)Nc2ccccn2)c(OC)c1
  -1% | 6% | 6%
- Cc1cc(S(=O)(=O)NCC(C)C)ccc1OCC(=O)NCC1CCCO1 (centres undefined)
  1% | 10% | 2%
- O=C(Cc1ccc(Cl)cc1)NCC(=O)N1CCN(Cc2ccccc2)CC1
  -3% | ? | 2%
- O=C(C1=C[C@H](c2ccccc2)C[C@H](OCCCCO)O1)N1CCOCC1
  0% | 0% | 1%
- CCOC(=O)Cn1cnc2scc(-c3ccc(C)c(C)c3)c2c1=O
  -27% | -29% | /
- Cc1ccc(C(C)C)c(OCC(=O)N2CCC(c3nc4ccccc4o3)CC2)c1
  -16% | 15µM* | 4%

# Next section, overlapping the part above by three compounds.
# Results follow in this order: GCN5L2 inh | DT40 TDP1 no CPT | TDP1 inh
- O=C(C1=C[C@H](c2ccccc2)C[C@H](OCCCCO)O1)N1CCOCC1
  0% | 0% | 1%
- CCOC(=O)Cn1cnc2scc(-c3ccc(C)c(C)c3)c2c1=O
  -27% | -29% | /
- Cc1ccc(C(C)C)c(OCC(=O)N2CCC(c3nc4ccccc4o3)CC2)c1
  -16% | 15µM* | 4%
- COc1ccccc1CNC(=O)c1cc(-c2ccccc2)n[nH]1
  -5% | ? | 6%
- CN(C(=O)c1ccc(OC2CCN(S(=O)(=O)N(C)C)CC2)cc1)C1CCCCC1
  -3% | ? | -1%
- CCc1cc(=O)oc2cc(C)cc(O)c12
  -6% | ? | -3%
- CC1CCCN(S(=O)(=O)c2ccc(Cl)s2)C1 (centres undefined)
  -6% | -20% | -3%
- COc1ccc(NC(=O)c2oc3c(c2C)-c2nn(Cc4ccccc4Cl)cc2CC3)cc1OC
  -8% | 21µM* | 1%
- CCN(Cc1ccccc1)S(=O)(=O)c1ccc(S(=O)(=O)N2CCN(C)CC2)cc1
  -14% | -14% | 5%
- N#CC(c1nc2ccccc2nc1N1CCCC1)S(=O)(=O)c1ccccc1 (centres undefined)
  -2% | -24% | 11%
- CCOc1ccccc1NS(=O)(=O)c1c[nH]c(C(=O)OC)c1
  -3% | -29% | /
- COc1cccc(CC2(CO)CCN(Cc3cccn3-c3cccnc3)CC2)c1
  -6% | ? | 0%
- COCCNc1ncnc2c1[nH]c1ccccc12
  -7% | 12µM* | 4%
- CC(=O)N/C(=C\c1ccc2c(c1)OCO2)C(=O)NC(C(=O)O)c1ccccc1 (centres undefined)
  ? | 12% | -14%
- CCc1ccc(C(=O)N2CCCC2)s1
  -11% | -22% | 0%

# In the list so far, these contain a cyano group:
# Results follow in this order: GCN5L2 inh | DT40 TDP1 no CPT | TDP1 inh
- CC1(C)Cc2c(sc(NC(=O)Cc3ccccc3)c2C#N)CO1
  -3% | 0% | 7%
- N#CC(c1nc2ccccc2nc1N1CCCC1)S(=O)(=O)c1ccccc1 (centres undefined)
  -2% | -24% | 11%
